MC4R ag barr = MC4R agonists recruiting beta-arrestin, primary screen, cell-based, luminescence, agonist arm of biased-ligand search. activation, % at 8.9 µM. actives 0.98% (n = 360,000). Melanocortin receptor 4 (Homo sapiens), P32245. U2OS MC4R beta-arrestin complementation; percent of melanotan II response, DMSO zero;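 active means activation above a per-plate cutoff, the mean activation of sample wells on that plate plus 3 SD, cut at about 8% in these data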
ABCB6 inh 2 = ABCB6 transporter inhibitors, primary screen, K562-ABCB6 cells, flow cytometry, MLPCN library | ATP-binding cassette sub-family B member 6 (Homo sapiens), Q9NP58 | K562-ABCB6 porphyrin accumulation, 1 h; hits give low values | fluorescence ratio to DMSO, % at 10 µM | actives 0.19% (n = 360,000) | AID 602162, 2011;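 active means fluorescence ratio to DMSO below 75%, the collection mean minus 3 SD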;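 further: signal is porphyrin accumulated inside mitochondria; 100% equals median channel fluorescence of DMSO control wells; lower ratio means ABCB6 inhibition with less porphyrin fluorescence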
iPSC survival up = enhancers of single-cell hiPSC survival, primary screen, ATPlite luminescence. actives 0.044% (n = 360,000). AID 602274, 2012. survival enhancement, % at 20 µM. 100% = ROCK inhibitor wells, 0% = DMSO; in the data active means survival enhancement above about 18%;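 further: cells exposed to compounds for 16 hours before the ATP read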
aDG glyco act = activators of alpha-DG glycosylation, primary screen, uHTS, Pro5-aDG cells, AlphaScreen; alpha-DG glycosylation AlphaScreen (IIH6); 0% Pro5, 100% B10-LARGE cell signal; actives 0.22% (n = 360,000); activation, % at 10 µM;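 active means activation of at least 8% versus controls, or a plate z-score of at least 8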;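 further: Pro5 are CHO cells carrying HIG-tagged alpha-DG that lacks glycosylation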
Cardio protect = cardioprotection against H2O2-induced cell death, primary screen, uHTS, H9c2 cells, ATPLite luminescence; AID 588492, 2011; actives 0.63% (n = 360,000); protection from H2O2 cell death, % at 20 µM; H9c2 cardiomyocytes, H2O2 injury protection, 2 h;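 active means compounds giving at least 50% protection of heart cells from peroxide-induced death in the single-dose screen, raw or plate-pattern-corrected value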;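 further: 0% = DMSO wells with peroxide and 100% = DMSO wells without peroxide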
Exocytosis inh = LAMP-1 surface exposure blockers, TALL-104 cells – cell-based, flow cytometry, MLPCN library, primary screen; TALL-104 LAMP-1 surface exposure; cells stimulated with thapsigargin and PMA; inhibition, % at 10 µM; actives 0.66% (n = 360,000);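 active means inhibition above about 55%, limit read from the data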
HTR2A ag = mouse Htr2a agonists via beta-arrestin recruitment, primary screen, cell-based, luminescence | 5-hydroxytryptamine receptor 2A (Mus musculus), P35363 | CHO-K1 mHTR2A beta-arrestin complementation; percent of 30 µM serotonin response | activation, % at 7.6 µM | actives 0.66% (n = 360,000);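 active means activation above a run cutoff, the mean activation of all tested compounds plus 3 SD, cut at about 14% in these data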;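 further: 0% = plate median of compound wells and 100% = 30 µM serotonin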
ABHD5 PLIN5 PPI = ABHD5-PLIN5 interaction inhibitors, primary screen, cell lysate, split luciferase complementation, luminescence. Perilipin-5 (Homo sapiens) + 1-acylglycerol-3-phosphate O-acyltransferase ABHD5 (Homo …. Split G. princeps luciferase complementation, 4 h. inhibition, % at 4 µM. actives 0.78% (n = 360,000). AID 602281, 2012;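 active means inhibition above the mean inhibition across every tested compound plus 3 SD, cut at about 22% in these data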;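 further: 0% = DMSO only wells and the 100% control is not disclosed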
Target sequence (Q00G26 whole entry, looked up): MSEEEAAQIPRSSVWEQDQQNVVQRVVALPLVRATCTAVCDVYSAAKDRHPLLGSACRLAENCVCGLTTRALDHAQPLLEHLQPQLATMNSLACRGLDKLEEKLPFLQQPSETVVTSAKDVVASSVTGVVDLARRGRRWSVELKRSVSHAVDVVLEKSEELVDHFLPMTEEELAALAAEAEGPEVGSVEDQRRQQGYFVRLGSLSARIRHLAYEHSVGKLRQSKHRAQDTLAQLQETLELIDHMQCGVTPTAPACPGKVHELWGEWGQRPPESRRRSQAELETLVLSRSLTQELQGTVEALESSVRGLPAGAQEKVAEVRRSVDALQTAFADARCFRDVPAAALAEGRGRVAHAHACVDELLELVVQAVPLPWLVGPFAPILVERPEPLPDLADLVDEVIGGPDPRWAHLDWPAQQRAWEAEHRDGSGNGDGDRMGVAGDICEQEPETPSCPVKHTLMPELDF
Target sequence (Q8WTS1 whole entry, looked up): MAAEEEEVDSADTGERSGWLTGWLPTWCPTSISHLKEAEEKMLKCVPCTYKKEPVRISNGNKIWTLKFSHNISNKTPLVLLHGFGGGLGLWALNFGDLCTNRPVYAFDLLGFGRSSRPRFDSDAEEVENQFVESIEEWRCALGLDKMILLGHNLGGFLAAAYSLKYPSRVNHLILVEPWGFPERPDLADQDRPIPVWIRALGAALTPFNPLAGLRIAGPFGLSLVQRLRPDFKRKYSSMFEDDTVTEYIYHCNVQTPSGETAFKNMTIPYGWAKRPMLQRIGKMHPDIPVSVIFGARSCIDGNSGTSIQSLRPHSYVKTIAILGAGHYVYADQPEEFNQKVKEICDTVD
MC4R antagonist = MC4R antagonists of cAMP signaling, primary screen, cell-based, TR-FRET, antagonist arm of biased-ligand search; Melanocortin receptor 4 (Homo sapiens), P32245; AID 540295, 2011; MC4R-expressing cells, MTII-stimulated cAMP, LANCE TR-FRET; actives 0.48% (n = 360,000); inhibition, % at 6.5 µM;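 active means inhibition above its plate's cutoff, the mean of tested wells on that plate plus 3 SD, cut at about 29% in these data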;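 further: 0% = Melanotan II alone and 100% = Melanotan II plus saturating MCL0020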
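System – human MC4R-expressing U2OS cells · Also added – Melanotan II · Dosing – one concentration, 6.5 µM nominal · Timing – 30-min compound, 1-h challenge, 1-h detection, room temperature · Measured by – Eu-cAMP/anti-cAMP TR-FRET, emission 671 nm · Replicates – singlicate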
N-glyco inh = increase of ERlucT glycosylation luciferase signal, primary screen, N-linked glycosylation inhibitor project, D54 ERlucT cells, luminescence, set 2. D54 ERlucT glycosylation luciferase reporter, 24 h; percent of 100 nM tunicamycin response. reporter increase, % at 12.5 µM. actives 0.23% (n = 360,000);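 active means mean luciferase reporter signal, scaled so untreated is 0 and the glycosylation-blocking control 100, at or above a set limit in every replicate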;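 further: luciferase carries N-glycosylation sites so blocking glycosylation raises the light; 0% = median of neutral control wells and 100% = median of 100 nM tunicamycin wells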
Starred values were filed as active, the others as inactive; x = no result given. Rows were taken by chance, and some 4.5% of all compounds hit somewhere here.

SMILES	MC4R ag barr	ABCB6 inh 2	iPSC survival up	aDG glyco act	Cardio protect	Exocytosis inh	HTR2A ag	ABHD5 PLIN5 PPI	MC4R antagonist	N-glyco inh
FC(F)(F)c1ccccc1-n1c(-c2ccco2)n[nH]c1=S	-2.1	98	-0.3	0.0	0	-10	5	-6	3	-2
COc1ccc(CC(=O)Nc2c3c(nn2-c2cccc(Cl)c2)CS(=O)(=O)C3)cc1	-0.9	102	0.9	0.0	4	3	4	5	7	-1
CCc1ccccc1NC(=O)Nc1cccn(Cc2ccccc2F)c1=O	-5.2	96	0.6	0.9	-5	1	-6	-9	-11	-6
O=C(/C=C/c1cccc(Cl)c1)NCc1cccs1	-1.7	96	-1.0	0.1	-4	-4	-6	2	9	-5
CC1Cc2cc(/C(O)=C3/C(=O)C(=O)N(CCN4CCOCC4)C3c3ccc(N(C)C)cc3)ccc2O1 (stereo not drawn)	-1.1	108	0.7	-0.7	4	-2	-2	-6	6	-1
Clc1cccc(-c2ccc3ncnc(NCc4cccs4)c3c2)c1	4.1	95	-0.4	0.3	-3	-3	-1	-15	18	-1
CCOc1ccccc1-c1nc(SCC(=O)O)n[nH]1	-0.6	102	-1.4	-0.2	11	-2	0	1	1	0
Cc1cccc(C)c1NC(=O)C(CCc1ccccc1)N1CCC(c2ccccc2)CC1 (stereo not drawn)	x	x	x	-0.1	x	6	-7	-3	x	x
CC(C)COc1ccc(C(=O)N/C(=C/c2cccc([N+](=O)[O-])c2)C(=O)O)cc1	-0.6	97	0.1	0.0	2	2	-3	-3	15	0
C=CCn1c(=O)/c(=C/c2ccc(C)o2)s/c1=C(/C#N)C(=O)c1ccccc1	1.9	122	0.9	0.3	2	-2	15*	8	4	-3
CC(C)N(C)c1ncnc2c1ncn2[C@H]1CN(Cc2ccncc2)C[C@@H](CO)O1	1.6	94	-2.2	0.0	2	-10	4	14	2	0
COC(=O)c1cc(NCc2c(F)cccc2Cl)ccc1N1CCOCC1	-1.6	100	0.8	-0.2	-5	8	1	-4	-1	3
CCOC(=O)c1ccc(OC(=O)CCCCCN=C(N)N)cc1	-0.5	92	2.4	0.1	21	-6	-5	2	3	0
Cc1ccccc1NC(=O)NCC1CCN(Cc2cccc(Cl)c2)CC1	0.7	107	0.0	0.1	4	6	13	-4	16	0
Cc1ccc(NC(=O)c2ccc3nccnc3c2)c(C)c1	0.3	91	-0.2	0.2	2	11	-2	6	5	-2
CCOc1ccc(NC(=S)N(Cc2ccc(Cl)cc2)Cc2ccco2)cc1	-0.9	97	0.6	0.2	-11	0	-3	-11	0	-7
